# Screens: PubChem BioAssay, NCI
# Growth percent in the NCI-60 one-dose screen (48 h, 10 µM unless noted): 100 = growth as untreated, 0 = no growth, -100 = all killed.
# SR – SR leukemia cells | actives 8.7% (n = 73,000)
# K-562 – K-562 leukemia. actives 7.4% (n = 78,000). AID 1794777
# MDA-MB-468 – MDA-MB-468 breast cancer. actives 8.5% (n = 78,000)
# RPMI-8226 – RPMI-8226 leukemia cells; actives 7.5% (n = 77,000)
# CCRF-CEM – CCRF-CEM leukemia; actives 7% (n = 77,000); AID 1794778
# HOP-62 – HOP-62 NSCLC. actives 3.9% (n = 80,000)
# MDA-MB-435 – MDA-MB-435 melanoma; actives 7.8% (n = 82,000)
# MOLT-4 – MOLT-4 leukemia cells; actives 6.9% (n = 80,000); AID 1794779
# An asterisk follows results filed as active; · = no result given; & = joins results of further samples; [ ] = remark or other dose. How the source made its calls: active means growth percent below 10; inactive means the rest.
SMILES,SR,K-562,MDA-MB-468,RPMI-8226,CCRF-CEM,HOP-62,MDA-MB-435,MOLT-4
Oc1ccccc1/C=N/Nc1nc(N/N=C/c2ccccc2O)nc(N2CCOCC2)n1,16,25,39,54,42,26,59,45
COc1ccc(N(Cc2ccc(Cl)cc2)C2OC(=O)c3ccccc32)cc1 (centres undefined),114,102,96,95,102,100,116,93
COc1cc(C(C)O)ccc1O (centres undefined),92,98,102,101,94,90,113,91
C=C1C(=O)OCC1C(=O)O (centres undefined),91,110,98,91,91,106,109,99
NC(=O)C(CSSCC(NC(=O)OCc1ccccc1)C(N)=O)NC(=O)OCc1ccccc1 (centres undefined),105,111,·,101,101,100,107,100
CC(C)C(=O)OC/C=C/c1ccccc1,108,101,102,106,101,122,102,105
O=c1ccc(=O)n(-c2nc(O)c(N=Nc3ccccc3)s2)[nH]1,116,100,104,100,99,91,102,106
COc1ccc(C(=O)c2sc3nc(-c4cc5ccccc5o4)cc(-c4ccc(Cl)cc4)c3c2N)cc1,101,85,·,71,102,110,106,92
O=S(=O)(O)c1ccc(F)cc1,101,85,122,100,91,93,108,99
O=C1CC(NCCc2c[nH]c3ccccc23)C(=O)N1c1ccc2c(c1)OCCO2 (centres undefined),81,104,95,·,99,102,100,94
CCN1CCN(CCNc2nccc(-c3c(-c4ccc(F)c(OC)c4)nc4sccn34)n2)S1(=O)=O,45,54,80,69,60,88,27,82
COc1cccc(NC(=O)c2ccc(NC(=O)CCl)s2)c1,-0.8*,4.0*,-15*,-23*,1.0*,64,2.7*,-7.3*
CN1CCN(CCCCCC(=O)Nc2nc(-c3cccc(NS(=O)(=O)c4cccc5c(N(C)C)cccc45)c3)cs2)CC1,-4.7*,7.0*,74,35,60,90,52,39
Cc1ccc(Sc2oc(-c3ccc(C)cc3)nc2P(=O)(O)O)cc1,101,104,93,107,102,102,114,106
CN1CCN(CCCOc2cccc3nc(Nc4ccc(Cl)c(C(F)(F)F)c4)ccc23)CC1,-33*,-41*,-2.8*,11,-25*,15,-21*,-58*
CN1CCN(c2ccc(Nc3nc(NCCCNC(=O)c4ccc(Cl)cc4)c4sccc4n3)cc2)CC1,·,·,68,48,35,92,86,·
COc1ccc(C(=O)CCC(=O)O)c2ccccc12,105,91,·,94,98,86,103,97
NC(=O)c1cc(Cl)ccc1Nc1ccnc(C(F)(F)F)c1,86,95,94,89,99,22,110,89
COc1ccc(CSc2nnc(-c3ccc(Cl)cc3)n2-c2ccccc2)cc1,101,87,84,96,97,105,94,82
COc1ccc(/C(C)=C(\c2ccc(O)cc2)c2ccc(OCCN3CCCCCC3)cc2)cc1,103,91,105,102,99,98,97,102
CC(C)c1ccc(CN)cc1,118,111,97,123,124,101,108,100
Nc1ncnc2c1ccn2-c1cccc(NC(=O)c2ccc(N3CCOCC3)c(C(F)(F)F)c2)c1,52,21,40,4.9*,21,71,54,48
CCCN1CCN(C(=S)SCc2cc(=O)oc3ccc(C)cc23)CC1,107,90,86,98,108,104,102,98
CCCCNC(=O)NS(=O)(=O)c1ccc(N2N=C(c3ccc(Oc4ccccc4)cc3)CCC2=O)cc1,111,116,104,94,100,100,103,105
O=C(NCCNc1nccc(-c2c(-c3cccc(F)c3)nc3sccn23)n1)c1c(F)cccc1F,26,40,54,41,43,64,17,36
CC1(O)CCCC1(C)O (centres undefined),97,36,100,·,84,104,98,96
O=C1N(Cc2ccccc2)c2ccccc2C12Nc1ccccc1-c1ccnn12 (centres undefined),94,91,109,96,99,107,112,88
CCc1c(-c2ccccc2)nc(N)nc1-c1nc(N)nc(-c2ccccc2)c1CC,·,94,95,108,68,99,97,110
COc1nc2c(c(=O)n1C)CN(Cc1ccccc1)C(=O)CN2C,96[100 µM],96[100 µM],92[100 µM],92[100 µM],105[100 µM],82[100 µM],99[100 µM],84[100 µM]
CCNCc1ccc(O)c2ncccc12,19,14,55,24,27,28,17,29
CN(C)c1ccc2[nH]c3c(C(N)=O)cc(=O)c(=O)c=3oc2c1,31,7.3*,59,5.0*,12,21,-70*,9.1*
COc1ccccc1/C=C/C(=O)c1ccc(B(O)O)cc1,38,69,66,66,81,104,74,91
O=C(O)C(O)c1ccc(-c2ccccc2)cc1 (centres undefined),94,101,107,110,105,100,106,·
CCOC(=O)c1c2c(n(-c3ccccc3)c1-c1ccccc1)/C=C\CCCC2,104,77,107,87,94,92,101,96
O=S(=O)(NCCCNc1nccc(-c2c(-c3cccc(O)c3)nc3occn23)n1)c1ccc(Br)cc1,90,67,96,86,88,124,41,73
O=Cc1cc2ccccc2nc1Oc1ccc(Cl)cc1,27,54,100,86,51,80,102,81
O=C(NN1C(=O)c2cc(C(=O)O)c(C(=O)O)cc2C1=O)c1ccncc1,119,62,·,103,103,99,114,99
Cc1cc(C(C)(C)C)cc(C)c1O,97,101,111,106,93,112,107,106
Cc1cc2c(cc1C)-n1c(C)cc(=O)n1CC(=O)N2,107,108,106,103,88,102,104,114
CCCCCCCCCCCCNC(=O)[C@H]1CSC(c2cccs2)N1 (some centres undefined),82,94,105,101,94,96,69,72
COc1cc(/C=C2\CCCC3C2=Nc2ccccc2NC3c2cc(OC)c(OC)c(OC)c2)cc(OC)c1OC (centres undefined),2.8*,5.4*,-6.9*,-11*,4.3*,-3.4*,3.3*,0.6*
CC(C)(C)[Si](C)(C)OCC1CCC(n2cnc3c(N)ncnc32)O1 (centres undefined),101,97,91,96,91,96,102,99
COc1ccc(CCn2cnn3c(=O)c4ccccc4nc3c2=O)cc1OC,91&99,102&100,94&93,92&96,98,104&112,119&103,112&102
Nc1nc(Nc2ccccc2Cl)cc(=O)[nH]1,109,109,95,85,104,101,114,105
CC(C)NC(N)=O,90,101,105,·,114,101,104,85
Fc1ccc(NC(=S)N/N=C\c2ccc(Cl)cc2Cl)cc1,87,104,105,94,110,114,111,85
CCOC(=O)c1ccc(NC(=O)Nc2cnn(-c3ccc(S(N)(=O)=O)cc3)c2-c2ccccc2)cc1,82,83,90,89,88,105,114,81
O=C1/C(=C/C=C/c2ccco2)SC(=S)N1c1ccc(Cl)cc1,88,103,86,99,100,113,98,99
Nc1ccccc1Cn1c(=O)[nH]c2cnc(Nc3ccc(OCCN4CCOCC4)cc3)nc21,98,81,95,92,96,93,101,102
O=C1c2ccccc2-c2cn(Cc3ccccc3)c3cccc(c23)C1c1cccnc1 (centres undefined),8.3*,27,28,64,19,36,6.5*,35
Cn1cccc1-c1cc(-c2ccccc2Cl)c(C#N)c(=O)[nH]1,104,101,111,112,107,93,103,108
CC(O)c1cccc([N+](=O)[O-])c1 (centres undefined),·,118,112,102,107,95,106,89
Cc1ccc(CC(=O)Nc2cc(C3(C)CC3)nn2C2CCCCC2)cn1,96,104,90,111,101,114,97,104
CCOc1cc(-c2nccc3cc(OC)c(OC)cc23)cc(OCC)c1OCC,69,80,82,58,84,78,81,94
COc1ccc(C(=O)Nc2cccc(-c3cc(=O)c4ccccc4o3)c2)cc1OC,77,88,97,·,83,109,93,85
NNC(=O)CSc1nc2ccccc2[nH]1,·,102,118,103,104,88,104,123
CCCCSC1=C(Cl)CN(c2ccc(Cl)cc2)C1=O,34,83,78,32,90,106,107,86
O=C(Oc1ccc(-c2ccccc2[N+](=O)[O-])cc1)c1ccccc1,90,92,105,97,99,93,103,95
O=C(NCCN1CCOCC1)n1cc(-c2ccncc2)c(-c2ccc(Cl)c(O)c2)n1,95,88,107,·,74,109,100,94
CC(=O)Nc1ccccc1C12NCCN(CCN1)C2=O,102,103,99,109,100,110,103,102

# (next part)
SMILES,SR,K-562,MDA-MB-468,RPMI-8226,CCRF-CEM,HOP-62,MDA-MB-435,MOLT-4
CN(C(=O)CN1C(=O)/C(=C/c2ccco2)SC1=S)C1CCS(=O)(=O)C1 (centres undefined),85,85,72,98,80,123,97,100
CC(N)CC1CCCCC1 (centres undefined),113,112,103,119,119,113,105,102
COc1cc(/C=C(\C#N)c2ccc(Cl)cc2)ccc1OCc1ccccc1,98,87,82,84,103,101,104,74
COc1ccc(C=O)c([N+](=O)[O-])c1O,90,129,102,105,108,107,111,89
CCCCCCCCSC(=O)n1cc(F)c(=O)[nH]c1=O,47,92,68,51,68,74,58,89
O=C1NCCNC1C1C(=O)Nc2ccccc21 (centres undefined),·,98,102,109,105,96,104,103
CC(C)=CCC/C(C)=C/C1OC23CCCCC2C(C#N)(C(=N)O3)C1(C#N)C#N (centres undefined),79,85,92,100,95,93,89,70
C1=C(c2ccc(-c3ccccc3)cc2)CCCC1,95,123,93,94,110,93,101,·
CCOC(=O)C(=O)CC(=O)/C=C/c1ccccc1,72,95,93,107,82,107,108,88
O=C(Cn1[nH]c(=O)c2ccccc2c1=O)OCc1cccc(C(F)(F)F)c1,62,95,·,110,98,99,120,100
COc1ccc(C2C=C(c3ccc(OC)c(OC)c3)N=C3SC=CN32)c(Br)c1 (centres undefined),-15*,8.8*,55,-12*,-2.4*,103,5.3*,25
COc1cc(/C=C/C(=O)c2c(C)nc3ccccc3c2C)ccc1OCCCCOc1cc2c(cc1OC)C(=O)N1CCC[C@H]1C=N2,-25*,-55*,·,-61*,-37*,-49*,-35*,-45*
CSc1ccc(N=C=C(c2ccccc2)c2ccccc2)cc1,51,60,97,89,1.0*,96,97,35
O=C1c2ccccc2-c2c1c1ccncc1c(=O)n2CCCn1ccnc1,-16*,20,28,34,19,40,86,-13*
O=C1Nc2ccccc2SC1C1SC(=S)N(Cc2ccccc2)C1=O (centres undefined),-12*,4.4*,31,-22*,51,110,0.2*,67
CCN1CCN(C(=O)[C@]23CC[C@@H](C)[C@H](C)[C@H]2C2=CC[C@@H]4[C@@]5(C)C/C(=C/c6cc(C(F)(F)F)cc(C(F)(F)F)c6)C(=O)C(C)(C)[C@@H]5CC[C@@]4(C)[C@]2(C)CC3)CC1,90,88,114,95,92,106,99,73
COc1cc(-c2nc(SCCC(C)C)nc(Nc3ccc(C(=O)O)cc3)c2C#N)cc(OC)c1OC,96,85,107,90,86,100,93,74
Cc1nc(SCC(=O)c2ccccc2)n(Nc2ccccc2)c1C,82,90,·,102,90,98,97,100
CC[C@]12C=CCN3CC[C@@]4(c5ccc(OC)cc5N(C)[C@H]4[C@@](O)(C(=O)OC)[C@@H]1OC(=O)CCC(=O)N[C@@H](Cc1c[nH]c4ccccc14)C(=O)OC)[C@@H]32,-43*,86,-21*,-33*,29,90,95,-35*
CCCCn1c(=O)c(/C=C/c2cc(/C=C/c3cc4cc(OC)ccc4n(CCCC)c3=O)n(-c3ccccc3)n2)cc2cc(OC)ccc21,89,91,108,·,95,90,103,86
COc1ccccc1/C=c1\sc2ncnn2c1=O,113,100,102,111,108,117,98,103
COc1ccc(-c2nnc(-c3nnn(-c4ccc([N+](=O)[O-])cc4)c3C)o2)cc1OC,84,102,106,102,96,89,110,94
COc1ccc(-c2nn(-c3ccc(NC(=O)Nc4cc(C(F)(F)F)cc(C(F)(F)F)c4)cc3)cc2-c2ccncc2)cc1Cl,1.2*,17,-12*,-29*,9.2*,20,8.0*,6.8*
NCC(Cc1ccccc1)c1ccccc1 (centres undefined),96,100,102,104,102,103,119,101
C#C[C@]1(O)CC[C@H]2[C@@H]3CC=C4c5sc(-c6ccc(OC)cc6)nc5CC[C@]4(C)[C@H]3CC[C@@]21C,24,15,72,·,27,71,·,7.2*
CCC(=O)Oc1cc(/C=C/C(=O)O[C@H]2C[C@H]3CN4CCc5c([nH]c6cc(OC)ccc56)[C@@H]4C[C@@H]3[C@@H](C(=O)OC)[C@@H]2OC)ccc1OC,2.0*,40,71,40,38,89,67,51
CCCCCCCCCCCCCCC(=O)c1ccccc1,·,110,151,123,116,120,109,118
O=C(Cc1ccc(CCC(=O)c2ncc[nH]2)cc1)Nc1ccccc1,86,·,93,85,115,93,97,96
Oc1ccc(N=Cc2ccccc2)cc1,31,33,54,55,5.4*,115,98,3.6*
